SMARCA2 activ = increases SMARCA2 function in MMTV reporter cells; MG213 cells, MMTV-luciferase reporter, dexamethasone, overnight; activation, % at 9.1 µM; 1% of 370,000 active; AID 652017; in the data active = activation above about 7.8%;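 note: 0% = vehicle wells and 100% = reference activator wells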
hgDAF-12 ag = activates the H. glycines DAF-12 receptor ligand-binding domain; HEK293 GAL4-hgDAF12 UAS-luciferase reporter, agonist luminescence; normalized to butyrate control; activation, % at 6.8 µM; 1.8% of 370,000 active; AID 687014;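 active = activation above a cutoff set at the mean of all screened compounds plus 3 SD, cut at about 10% in these data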;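 note: 0% = DMSO wells and 100% = sodium butyrate wells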
PG9 binder = PG9 antibody binding by small molecule | TR-FRET gp120-PG9 antibody binding | inhibition, % at 6.7 µM | 0.43% of 360,000 active; in the data active = inhibition above about 8.5%
DAX1 inh-1 = blocks DAX1 repression of SF-1 activated StAR promoter. HEK293T StAR-luciferase reporter, SF-1/DAX-1 repression relief. inhibition, % at 6.8 µM. 1.1% of 370,000 active. AID 652010;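 active = inhibition above the mean over all tested compounds plus 3 SD, cut at about 3.6% in these data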;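 note: 0% = DAX-1 cells with DMSO and 100% = cells lacking DAX-1 with DMSO; higher inhibition means more luminescence from relief of DAX-1 repression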
ADAM10 inh = inhibits human ADAM10. recombinant ADAM10, EDANS/DABCYL FRET peptide cleavage, 3 h. AID 720582. O14672. inhibition, % at 7 µM. 0.62% of 370,000 active;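 active = inhibition above a per-campaign cutoff equal to the mean of compounds falling between control-based bounds plus 3 SD, cut at about 20% in these data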;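 note: 0% = DMSO wells while the 100% control is not disclosed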
DAX1 inh-2 = inhibitors of human orphan nuclear receptor DAX1 (NR0B1). HEK293 Gal4-DAX1 luciferase reporter, luminescence. inhibition, % at 6.75 µM. 0.99% of 340,000 active. AID 504766;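 active = inhibition above the mean over all tested compounds plus 3 SD, cut at about 4.2% in these data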;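 note: 0% = DAX1-transfected cells with DMSO and 100% = empty-vector control cells with DMSO; inhibition shows as a rise in luminescence from relieved DAX1 repression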
Target sequence (P51843 207-470 limits assumed): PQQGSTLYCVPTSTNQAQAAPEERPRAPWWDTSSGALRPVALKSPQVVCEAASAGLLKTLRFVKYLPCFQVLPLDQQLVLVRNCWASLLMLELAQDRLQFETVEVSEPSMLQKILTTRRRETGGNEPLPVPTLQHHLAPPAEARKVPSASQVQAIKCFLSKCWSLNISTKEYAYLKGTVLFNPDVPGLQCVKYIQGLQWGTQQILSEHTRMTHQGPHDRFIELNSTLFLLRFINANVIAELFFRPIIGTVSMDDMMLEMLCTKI
ssDAF-12 act = S. stercoralis DAF-12 activation, primary screen; HEK293 ssDAF-12/GRIP1 lit1-tk-luc reporter, luminescence; % of 3 µM dafachronic acid response; activation, % at 6.8 µM; 1% of 370,000 active; AID 652126;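 active = activation above the mean over all tested compounds plus 3 SD, cut at about 0.9% in these data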;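 note: 0% = DMSO-only wells and 100% = 3 µM delta7-dafachronic acid wells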
GAA850 FXN act = activators of GAA850 frataxin (FXN) promoter. HEK293 lucGAA850 FXN promoter luciferase reporter, 24 h; percent of 10 µM SAHA response. 0.56% of 360,000 active. activation, % at 6 µM;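 active = activation above the average of all compounds screened plus 3 SD, cutoff fixed separately per campaign, cut at about 7.5% in these data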;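 note: 0% = DMSO wells and 100% = 10 µM SAHA wells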
ADAM17 inh = ADAM17 inhibition, QFRET primary screen; inhibition, % at 6.95 µM; AID 720648; P78536; recombinant ADAM17, EDANS/DABCYL FRET peptide cleavage; 0.83% of 370,000 active;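 active = inhibition above the mean of compounds lying between control limits plus 3 SD, set per campaign, cut at about 8.5% in these data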;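 note: 0% = DMSO-only wells as the low control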
Target sequence (P78536 215-824 limits assumed): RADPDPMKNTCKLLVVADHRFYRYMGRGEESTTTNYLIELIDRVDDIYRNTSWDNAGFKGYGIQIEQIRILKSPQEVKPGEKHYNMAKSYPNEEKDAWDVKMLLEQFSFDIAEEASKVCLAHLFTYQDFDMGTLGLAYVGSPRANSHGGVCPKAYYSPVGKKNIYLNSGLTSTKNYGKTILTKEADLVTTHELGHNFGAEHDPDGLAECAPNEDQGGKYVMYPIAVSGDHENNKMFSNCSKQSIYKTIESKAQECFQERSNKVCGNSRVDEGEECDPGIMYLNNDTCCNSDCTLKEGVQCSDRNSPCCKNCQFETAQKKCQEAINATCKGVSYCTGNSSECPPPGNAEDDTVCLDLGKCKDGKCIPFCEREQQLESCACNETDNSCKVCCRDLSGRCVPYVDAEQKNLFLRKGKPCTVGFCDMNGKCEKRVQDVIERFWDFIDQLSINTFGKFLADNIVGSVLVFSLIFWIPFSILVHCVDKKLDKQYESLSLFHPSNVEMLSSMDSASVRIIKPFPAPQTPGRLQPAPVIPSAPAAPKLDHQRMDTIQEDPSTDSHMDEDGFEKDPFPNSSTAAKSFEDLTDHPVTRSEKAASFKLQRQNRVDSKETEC
hcDAF-12 act = H. contortus DAF-12 activation, primary screen | 1.4% of 370,000 active | activation, % at 6.8 µM | HEK293 hcDAF-12 lit1-tk-luc reporter, luminescence; 0% DMSO, 100% Δ7-dafachronic acid | AID 652067;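 active = activation above the mean of all tested compounds plus 3 SD, cut at about 5.5% in these data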;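 note: 100% = response to 3 µM Δ7-dafachronic acid high control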
GC-A act = GC-A (human) enzyme activation | P16066 | HEK293 GC-A cells, cGMP TR-FRET, EC30 ANP; 0% at EC30 ANP, 100% saturating ANP | activation, % at 10 µM | 0.14% of 370,000 active; in the data active = activation above about 40%
An asterisk follows results filed as active; i = inactive; nt = not tested or not shown.

canonical_smiles	hcDAF-12 act	PG9 binder	DAX1 inh-1	GC-A act	GAA850 FXN act	DAX1 inh-2	hgDAF-12 ag	ssDAF-12 act	ADAM17 inh	ADAM10 inh	SMARCA2 activ
CCc1cc(=O)oc2c(CNCc3c(F)cccc3Cl)c(O)ccc12	-2.2	1.2	0.0	4	0.8	0.2	-1.3	-1.0	i	i	-1
Cc1ccc(OCC(=O)NNC(=O)CCc2ccccc2)c(Br)c1	-0.5	0.8	0.1	-3	-0.3	-0.3	-1.7	-0.9	2	1	-1
COc1ccc(NC(=O)CN(C)S(=O)(=O)c2cccc3nsnc23)cc1	-0.8	0.7	-0.7	2	-0.8	0.8	-0.9	-1.8	-2	-9	0
CC(=O)c1ccc(OCc2cc(C(=O)N(C)CCN3CCOCC3)no2)cc1	-0.4	-0.2	0.7	2	0.7	0.1	0.8	-0.6	-4	-7	0
COCCN1CCc2c(C)nc3c(-c4ccc(OC)c(OC)c4)cnn3c21	-1.2	-20	0.3	7	4.5	0.4	-2.1	-1.3	0	8	5
CCOC(=O)CCC(=O)Nc1ccc(S(=O)(=O)N2CCCCC2)cc1	-0.6	-1.1	0.0	-1	-2.8	3.8	-2.0	-1.7	-6	1	1
CCCCN(C(=O)CCC(=O)Nc1cc(C)on1)C(C(=O)NC(C)(C)C)c1cccc(OC)c1OC (configuration not stated)	-2.2	-0.3	-1.1	-27	0.5	0.1	-2.0	-1.5	-1	7	-1
Cc1cc[n+](CC(=O)N2CCCc3ccccc32)cc1	-0.9	-1.2	-0.6	0	1.5	0.3	-1.6	-1.0	-1	-2	2
O=C(c1ccc2c(=O)n3c(nc2c1)CCC3)N1CCN(S(=O)(=O)c2ccccc2Br)CC1	-0.4	-1.9	2.6	0	0.0	0.1	1.8	-1.2	-8	-10	-3
O=C(CSc1nc2ccccc2c(=O)n1-c1ccc(F)cc1F)Nc1ccc2c(c1)CCC2	-0.7	1.7	-0.1	2	-4.1	0.2	-2.5	-1.6	1	2	0
COc1ccc(-c2cn(-c3ccc(OC)cc3)c(=S)[nH]2)cc1	2.1	0.1	-0.2	3	2.7	0.1	7.2	-0.8	-3	-2	2
O=C(Cc1ccc(Cl)cc1)NCC(=O)N1CCCCCC1	-0.7	-2.2	-0.3	4	2.7	3.0	0.8	-1.6	-3	-7	-1
CC(C)(C)Cc1c(-c2cccc(Cl)c2)nc2ccc(Br)cn12	-0.6	-0.9	1.4	-4	nt	nt	-1.1	2.1*	-4	-15	-1
OCCN1CCN(c2ncnc3c2c(-c2ccccc2)cn3-c2ccc(Br)cc2)CC1	0.2	-1.1	-0.1	10	2.9	-0.6	0.4	-2.0	-3	-3	-5
Cc1ccc(S(=O)(=O)N(CC(=O)Nc2cccnc2)c2cccc(Br)c2)cc1	-2.2	0.3	0.5	-14	-3.7	1.1	-4.1	-2.0	5	12	2
CC(C)(C)C(=O)Cn1c(NCCO)nc2ccccc21	-0.6	0.8	-0.4	-1	1.8	1.5	-1.1	-1.2	-5	-2	-2
O=C(OCc1nc2ccccc2[n+]([O-])c1C(=O)c1ccccc1)c1cccs1	-1.2	-2.0	-0.5	-1	-1.9	-1.3	0.7	-1.4	6	7	1
CCNC(=O)C1(C)CCCN(C(=O)c2ccc(OC)c(F)c2)C1 (configuration not stated)	-0.6	-0.4	1.4	3	-0.5	nt	0.8	-1.0	-3	-3	-2
COc1cc(C2SCC(=O)N2CCc2ccc(OC)c(OC)c2)ccc1O (configuration not stated)	-0.9	0.7	-0.4	-3	1.6	nt	-2.6	-1.7	-4	-4	-3
O=C(c1ccccc1)c1ccc(OCCOCCN2CCN(Cc3ccccc3)CC2)cc1	-2.2	-1.4	-3.4	-2	-6.5	-2.0	-3.7	-2.2	0	5	-2
COc1cccc(CNC(=O)[C@H]2CCCN2C(=O)[C@H]2CCCN2C(=O)c2ccc(F)cc2F)c1	-0.8	-0.4	-0.5	2	nt	nt	-0.4	-1.3	-3	0	0
Cc1ccc(S(=O)(=O)N2Cc3ccccc3CC2C(=O)N(C)C)cc1 (configuration not stated)	-0.1	0.6	-0.6	2	0.6	-0.2	-1.2	-1.3	-1	-4	-5
Oc1ccc(/C=N/NC2=NCCCCC2)c(O)c1	0.7	-1.3	0.1	0	2.4	3.2	6.1	0.1	-11	-20	-2
CS(=O)(=O)Nc1ccc(Oc2ncccn2)cc1	0.1	0.1	0.1	5	-0.4	0.5	-0.1	-1.2	2	8	3
O=S(=O)(CS(=O)(=O)c1ccc(Br)cc1)c1ccc(Br)cc1	0.7	0.7	-0.2	1	nt	nt	0.0	-0.9	-6	-5	-4
COc1ccc(-c2nn(C)c(=O)c3ccccc23)cc1CNS(C)(=O)=O	-0.4	-0.7	0.0	-2	3.6	1.1	-1.8	-0.3	-4	-14	-2
COc1ccccc1-c1ccc2c(c1)C(C)(Cc1cc(Cl)ccc1C(F)(F)F)C(=O)N2 (configuration not stated)	-2.0	-0.4	-0.5	-14	-0.6	nt	-4.1	-1.2	7	21*	-7
CN(C)/C=N/c1sccc1C(N)=O	2.2	-0.5	0.3	2	0.6	3.2	-2.2	-0.8	-3	6	1
CCO[C@@H]1OC(C(=O)N2CCN(Cc3ccc4c(c3)OCO4)CC2)=C[C@H](c2ccc(C(F)(F)F)cc2)[C@H]1CCCO	-1.6	0.0	0.2	0	2.0	-1.0	-0.5	-0.9	4	0	-1
CCNC(=O)C1(C)CCN(C(=O)c2cccc(Cl)c2)C1 (configuration not stated)	-0.7	2.1	0.5	1	0.9	nt	-2.8	-1.0	6	4	-3
COC(=O)[C@]12C[C@H](CC(=O)NCc3ccccc3)C(=O)N(Cc3ccccc3)C1=C[C@H](C(C)C)O[C@@H]2C1CC1	0.1	0.1	0.4	-7	nt	nt	0.4	-0.5	5	5	-6
CCOc1cc(/C=C\c2nc(O)c([N+](=O)[O-])c(=O)[nH]2)ccc1OC(C)C	-0.2	-0.4	0.4	0	-0.7	-0.1	-2.4	-1.0	-2	-6	1
Cc1nccn1CCCNCc1c(C(=O)N2CCCCCCC2)nc2ccc(Cl)cn12	-0.5	-1.0	0.1	-6	0.3	3.6	0.2	-0.7	-7	-3	-4
COc1ccc(-c2nc3ccc(N4CCN(C)CC4)cc3c(=O)[nH]2)cc1	-0.9	0.2	0.7	5	1.9	5.0*	4.5	-0.9	-118	-315	5
CCN(Cc1ccccc1)c1ccccc1	2.7	-0.1	0.3	-3	-0.1	0.6	-0.9	-1.6	-5	-8	-1
COc1ccc(-c2c(C#Cc3ccsc3)c3cc(-c4ccc5c(c4)OCCO5)ccc3n2C)cc1	-1.1	1.8	0.1	4	-0.4	1.3	1.2	-1.3	-13	-62	0
Cc1ccc(S(=O)(=O)N2CCC(=O)N(CCO)CC2)cc1	-0.2	-1.1	0.3	1	-0.5	0.1	-0.5	-0.8	-2	-3	0
COc1ccc(C(=O)Nn2c(CC(C)C)nc3cc(OC)c(OC)cc3c2=O)c(OC)c1	-0.7	0.4	-0.3	-3	0.6	-0.8	-1.8	-1.4	-4	-12	1
CNC(=O)COC(=O)c1cc(F)c(F)cc1Cl	0.8	-0.2	0.3	2	-1.2	0.0	0.4	-1.2	-5	-5	-1
CCOC(=O)c1c(C)[nH]c(C)c1S(=O)(=O)N(C)CC(=O)Nc1ccccc1C	-2.6	0.1	-1.8	-19	2.1	0.8	-3.6	-1.2	0	-1	0
CCOC(=O)C1CCN(C(=O)C(C)Oc2ccc(Br)cc2)CC1 (configuration not stated)	0.3	-1.1	-0.5	-1	-1.1	-0.9	-0.6	-1.0	-1	-2	-6
COCCN(C(=S)Nc1c(C)cccc1C)C(C)c1cccnc1 (configuration not stated)	1.9	0.0	0.7	1	1.4	0.6	-1.5	-0.7	3	6	-2
CCOc1ccccc1/C=N/Nc1nc2c(N)ncnc2n1[C@H]1O[C@@H](CO)[C@H](O)[C@@H]1O	0.1	-6.2	0.0	-3	1.9	1.0	1.9	-1.4	-3	-5	-4
COc1ccc(-c2sc3cc4c(cc3c2-c2ccc3c(c2)OCCO3)OCO4)cc1	-0.7	0.0	-0.3	0	-0.3	-0.1	0.3	-0.7	-2	0	1
Cc1sc(NC(=O)C2=COCCO2)nc1-c1ccc(Br)cc1	0.5	7.0	1.4	-4	2.0	-1.0	-0.8	-0.3	-9	-13	0
COC(=O)[C@H](C(C)C)N(CCc1cn(CC2CCCCC2)nn1)S(=O)(=O)c1ccccc1Br	-3.1	nt	-1.8	0	nt	nt	-3.8	-0.9	0	3	-5
Cc1ccc(C(CC(=O)c2ccco2)SCCO)cc1 (configuration not stated)	-0.6	-0.5	-0.6	-4	2.3	-0.9	0.6	-1.2	-23	-83	2
COc1ccc(C2NC(=S)NC(C)=C2C(=O)Nc2ccccn2)cc1OC (configuration not stated)	-0.2	-2.1	0.3	-1	0.2	-1.1	2.1	-0.3	0	0	-1
CCCC[C@H]1COCCS(=O)(=O)N1Cc1cccc(Cl)c1	-2.2	0.6	0.1	-11	0.3	-0.9	-1.2	-0.9	-2	4	-1
N#CCSc1nnc(-c2cnccn2)n1Cc1ccccc1	1.1	1.6	-0.9	8	0.5	2.2	-2.6	-1.4	2	-2	-1
COC(=O)c1cc(COc2ccc3oc(C)c(C(=O)OC(C)C)c3c2)c(C)o1	-0.1	-0.4	-0.3	5	-2.4	-0.6	2.2	-1.1	-1	2	0
CCOCCCNC(=O)C1c2ccccc2Oc2ccccc21	-0.1	1.6	-0.4	-4	0.5	0.1	-2.7	-1.0	-5	3	0
COC(=O)C1=C(C)Nc2nc3ccccc3n2C1c1cc(OC)c(OC)c(OC)c1 (configuration not stated)	-1.5	-0.3	0.2	-22	1.6	nt	-1.4	-0.5	-6	-10	-7

5 of the compounds above, with two lines to a compound:
The line under a structure holds: hcDAF-12 act | PG9 binder | DAX1 inh-1 | GC-A act | GAA850 FXN act | DAX1 inh-2 | hgDAF-12 ag | ssDAF-12 act | ADAM17 inh | ADAM10 inh | SMARCA2 activ
- COC(=O)[C@H](C(C)C)N(CCc1cn(CC2CCCCC2)nn1)S(=O)(=O)c1ccccc1Br
    -3.1 | nt | -1.8 | 0 | nt | nt | -3.8 | -0.9 | 0 | 3 | -5
- COCCN(C(=S)Nc1c(C)cccc1C)C(C)c1cccnc1 (configuration not stated)
    1.9 | 0.0 | 0.7 | 1 | 1.4 | 0.6 | -1.5 | -0.7 | 3 | 6 | -2
- COC(=O)C1=C(C)Nc2nc3ccccc3n2C1c1cc(OC)c(OC)c(OC)c1 (configuration not stated)
    -1.5 | -0.3 | 0.2 | -22 | 1.6 | nt | -1.4 | -0.5 | -6 | -10 | -7
- CCCC[C@H]1COCCS(=O)(=O)N1Cc1cccc(Cl)c1
    -2.2 | 0.6 | 0.1 | -11 | 0.3 | -0.9 | -1.2 | -0.9 | -2 | 4 | -1
- CCOCCCNC(=O)C1c2ccccc2Oc2ccccc21
    -0.1 | 1.6 | -0.4 | -4 | 0.5 | 0.1 | -2.7 | -1.0 | -5 | 3 | 0
